# OX1R antag-1: antagonists of human orexin 1 receptor (OX1R); OX1R-expressing cells, FRET antagonist read-out; inhibition, % at 6.6 µM; AID 485270, 2010; Orexin/Hypocretin receptor type 1 (Homo sapiens), O43613; 330,000 tested, 1.8% active; in the data active = inhibition mostly above about 38%, no sharp cut-off; inactive = mostly below about 40%;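 also: 0% = agonist challenge alone and 100% = reference antagonist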
# Target sequence (O43613 whole entry, looked up): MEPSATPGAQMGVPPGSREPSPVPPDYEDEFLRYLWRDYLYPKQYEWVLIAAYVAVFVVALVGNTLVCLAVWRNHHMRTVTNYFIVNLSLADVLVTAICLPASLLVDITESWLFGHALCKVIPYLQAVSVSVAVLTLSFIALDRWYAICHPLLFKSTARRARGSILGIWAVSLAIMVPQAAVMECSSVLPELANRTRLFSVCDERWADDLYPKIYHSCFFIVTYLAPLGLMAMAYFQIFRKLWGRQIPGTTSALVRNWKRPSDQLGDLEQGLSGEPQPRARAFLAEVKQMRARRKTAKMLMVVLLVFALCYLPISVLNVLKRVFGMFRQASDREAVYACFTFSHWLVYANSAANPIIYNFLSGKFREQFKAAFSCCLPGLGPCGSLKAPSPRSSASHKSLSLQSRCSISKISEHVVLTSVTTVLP
# OX1R antag-2: OX1R (HCRTR1) antagonists, primary screen, fluorescence, CHO/OX1R cells, Fluo-8 calcium, orexin A. Orexin/Hypocretin receptor type 1 (Homo sapiens), O43613. Fluo-8 calcium fluorescence. inhibition, % at 5 µM. 330,000 tested, 0.43% active. AID 434989, 2010;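 active = inhibition above its plate's threshold, mean inhibition of all tested compounds on the plate plus 3 SD, cut at about 37% in these data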;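 also: 0% = orexin A challenge wells and 100% = SB-334867-A antagonist wells; not every result past the cut was called active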
# Starred values were filed as active, the others as inactive.
1: CC1CCN(C(C(=O)Nc2ccc3c(c2)OCO3)c2ccccc2)CC1 (configuration not stated)
2: COc1ccc(C(C2C(=O)CC(C)(C)CC2=O)C2C(=O)CC(C)(C)CC2=O)cc1COCC(F)(F)F
3: COc1cc(/C=N/NC(=O)c2cnccn2)cc(OC)c1OC
4: CC(C)N(C(=O)Cn1c(SCC(=O)NCc2ccc3c(c2)OCO3)nc2ccccc21)C(C)C
5: CC(OC(=O)c1ccc(Cl)cc1)C(=O)NCC1CCCCC1 (configuration not stated)
6: CCCCNC(=O)c1cccnc1SCC(=O)Nc1ccccc1OC
Compound	1	2	3	4	5	6
OX1R antag-1	4	19	21	24	10	5
OX1R antag-2	-34	-7	-15	-4	-35	-19

7: Cc1cc(C)n(-c2ccc(C(=O)NC3=NCCS3)cc2)n1
8: CCCc1cc(=O)oc2cc(OCc3cccc(OC)c3)c(Cl)cc12
9: O=C(NCc1cccs1)c1cc(S(=O)(=O)N2CCOCC2)c(Cl)cc1Cl
10: Cc1ccc(NC(=O)CN(C)C(=O)CSc2ccccc2F)cc1
11: Cc1cccc(-n2c(SCc3ccc(C#N)cc3)nnc2-c2c[nH]c3ccccc23)c1
12: CN(C(=O)COC(=O)/C=C/c1ccc2c(c1)OCO2)c1c(N)n(Cc2ccccc2)c(=O)[nH]c1=O
Compound	7	8	9	10	11	12
OX1R antag-1	4	5	19	10	26	6
OX1R antag-2	-7	-2	-31	-4	-5	2

13: COCCNC(=O)Cn1cnc2c(cnn2-c2ccc(OC)cc2)c1=O
14: O=C(CNS(=O)(=O)c1ccccc1)OCC(=O)c1ccc(Br)cc1
15: CC(C)(C)C(=O)Cn1c(NCCCO)nc2ccccc21
16: CCC(=O)Nc1nc2ccccc2n1CCN1CCOCC1
17: CN(CC(=O)Nc1ccc(Cl)cc1)C1=NS(=O)(=O)c2ccccc21
18: O=C(COC(=O)C12CC3CC(CC(Br)(C3)C1)C2)Nc1ccc2[nH]c(=O)[nH]c2c1
Compound	13	14	15	16	17	18
OX1R antag-1	10	10	18	14	-3	17
OX1R antag-2	-18	7	-19	-5	-12	-10

19: Cc1nnsc1S(=O)c1ccc(Cl)c(Cl)c1 (configuration not stated)
20: O=C(Nc1cc(C(F)(F)F)ccc1N1CCOCC1)c1n[nH]c(=O)c2ccccc12
21: CCOC(=O)c1c(C)c(C(=O)NCc2ccccn2)c(C)n1C
22: CS(=O)(=O)Nc1ccc(C2=NN(C(=O)c3ccco3)C(c3ccccc3F)C2)cc1 (configuration not stated)
23: CCC(=O)N1CCc2cc(Br)cc(S(=O)(=O)CCC(=O)N(CC)CC)c21
24: Cc1cccc(NC(=O)CSC(N)=O)c1C
Compound	19	20	21	22	23	24
OX1R antag-1	4	4	15	5	15	8
OX1R antag-2	-31	-19	7	-21	-23	-23

25: Cc1ccc(SCCNC(=O)c2ccc(CN3CCOCC3)cc2)cc1
26: COc1ccc(C(=O)C(C)OC(=O)CCN2C(=O)C3CC=CCC3C2=O)cc1 (configuration not stated)
27: CCOC(=O)N1CC(=O)Nc2ccc(Br)cc2C1c1ccccc1 (configuration not stated)
28: O=C(CCS(=O)(=O)c1ccc(Cl)cc1)OCC(=O)N1CCCCC1
29: N#Cc1c(C#N)c(-c2ccccc2)n(-c2ccccc2)c1N
30: CCN(CC)C(=O)CN(C)S(=O)(=O)c1cccc2nsnc12
Compound	25	26	27	28	29	30
OX1R antag-1	3	2	14	19	17	114*
OX1R antag-2	-20	-12	-37	2	-8	-20

# Full records from above. Order of values: OX1R antag-1, OX1R antag-2
# N#Cc1c(C#N)c(-c2ccccc2)n(-c2ccccc2)c1N reads 17, -8
# Cc1ccc(SCCNC(=O)c2ccc(CN3CCOCC3)cc2)cc1 reads 3, -20
# O=C(CCS(=O)(=O)c1ccc(Cl)cc1)OCC(=O)N1CCCCC1 reads 19, 2
# CCOC(=O)N1CC(=O)Nc2ccc(Br)cc2C1c1ccccc1 (configuration not stated) reads 14, -37

# Going on with the list:
31: CCCCn1c(N)c(N(CC(C)C)C(=O)c2oc3c(Cl)cccc3c2C)c(=O)[nH]c1=O
32: COc1cccc(C(=O)N2CCC(n3nccc3NC(=O)C3CCOC3)CC2)c1 (configuration not stated)
33: Cc1ccc(-c2nc3[nH]c(=O)cc(NC(=O)C(C)C)n3n2)cc1
34: O=C(/C=N/O)NCc1ccncc1
35: CCc1nc(SCC(=O)NC2CCCC2)c2oc3ccccc3c2n1
36: COc1c(OC(C)=O)c(=O)n2c3ccccc3c3ccnc1c32
Compound	31	32	33	34	35	36
OX1R antag-1	9	-1	10	16	5	52*
OX1R antag-2	-14	0	-1	-15	-25	-14

37: O=C(O)c1[nH]c2ccc(Cl)cc2c1CC(=O)N1CCN(C(=O)c2ccco2)CC1
38: c1ccc(-c2ccnc3nc(N4CCN(c5ccccc5)CC4)nn23)cc1
39: O=C(CCc1nc2ccccc2c(=O)[nH]1)Nc1cccc(S(=O)(=O)N2CCCCC2)c1
40: CN1CCN(C(=S)c2cn(Cc3ccc(F)cc3)c3ccccc23)CC1
41: O=C(Cn1cccc1)NC1CCCCCC1
42: COc1cc(CN2CCN(Cc3ccco3)CC2)cc(OC)c1
Compound	37	38	39	40	41	42
OX1R antag-1	40	15	25	26	7	11
OX1R antag-2	-16	-15	-18	-34	-2	-6

43: CCCCOc1ccc(OCCCC)c2c1NC1(N2)C(=O)N(C(C)=O)c2ccccc21
44: CC1(c2nnc(-c3ccc(Cl)cc3)o2)CC(c2cccc(Cl)c2)=NO1 (configuration not stated)
45: CCOc1ccccc1C(C(=O)NC1CCCCC1)N(C(=O)c1csnn1)C1CC1 (configuration not stated)
46: O=C(NNc1c(Cl)cc(Cl)cc1Cl)C1CCC1
47: CCSc1nc(=O)n(-c2ccccc2)c(C)c1C(C)=S
48: Cc1c(C)n(CCCN(C)C)c2ncnc(NC3CCCCC3)c12
Compound	43	44	45	46	47	48
OX1R antag-1	20	20	10	19	13	8
OX1R antag-2	-15	-16	-27	-17	-5	-7

49: CCC(C)NC(=O)Cc1c(OC)ccc2cc(Br)ccc12 (configuration not stated)
50: COCCCN1CN(Cc2ccccc2)CNC1=S
51: CCc1ccc(C(C)NC(=O)c2cc(C)oc2C)cc1 (configuration not stated)
52: COc1cc(NC(=O)Cn2cnc(S(=O)(=O)N3CCCC3)c2)cc(OC)c1OC
53: O=Cc1ccc2oc3nc4n(c(=O)c3c(=O)c2c1)CCCS4
54: N#Cc1cccc(-n2nnnc2-c2ccccn2)c1
Compound	49	50	51	52	53	54
OX1R antag-1	10	25	14	0	12	10
OX1R antag-2	1	-4	-36	-22	2	-11

55: O=C(O)CC1SC(=Nc2cccc(O)c2)NC1=O (configuration not stated)
56: Cc1c(Br)c([N+](=O)[O-])nn1C(C)C(=O)NCc1cccnc1 (configuration not stated)
57: O=S(=O)(c1ccc2c(c1)OCCO2)N1CCC(c2nc3ccccc3s2)CC1
58: CCOc1nc(Nc2ccc(OC)cc2)nc(N2CCOCC2)n1
59: CN(C)S(=O)(=O)NC(c1ccccc1)c1ccccc1
60: Cc1cccc(OCc2nc(C#N)c(N3CC(C)CC(C)C3)o2)c1 (configuration not stated)
Compound	55	56	57	58	59	60
OX1R antag-1	5	20	4	11	11	8
OX1R antag-2	-8	-9	-8	-2	-7	-39

61: Cc1ccc(NC(=O)COC(=O)c2nn(C)cc2Cl)cc1
62: COc1ccc2c(c1)cc1n2CCN2CCCN=C12
63: COC(=O)c1sccc1N/N=C/c1ccc(OC)c(OC)c1OC
64: Cc1nnc(SCC(=O)N(CC(C)C)c2c(N)n(CC(C)C)c(=O)[nH]c2=O)n1-c1ccccc1
65: Cc1cc(S(=O)(=O)N2CCCC(N(C)CCc3ccccn3)C2)c(C)cc1Cl (configuration not stated)
66: CC(C)C(=O)N1CCN(CCN=CC2=C(O)CC(c3ccco3)CC2=O)CC1 (configuration not stated)
Compound	61	62	63	64	65	66
OX1R antag-1	17	18	23	10	17	8
OX1R antag-2	-2	-12	-18	7	-26	-16

# Molecules above that contain a furan ring, fused or not:
22: CS(=O)(=O)Nc1ccc(C2=NN(C(=O)c3ccco3)C(c3ccccc3F)C2)cc1 (configuration not stated)
31: CCCCn1c(N)c(N(CC(C)C)C(=O)c2oc3c(Cl)cccc3c2C)c(=O)[nH]c1=O
35: CCc1nc(SCC(=O)NC2CCCC2)c2oc3ccccc3c2n1
37: O=C(O)c1[nH]c2ccc(Cl)cc2c1CC(=O)N1CCN(C(=O)c2ccco2)CC1
42: COc1cc(CN2CCN(Cc3ccco3)CC2)cc(OC)c1
51: CCc1ccc(C(C)NC(=O)c2cc(C)oc2C)cc1 (configuration not stated)
66: CC(C)C(=O)N1CCN(CCN=CC2=C(O)CC(c3ccco3)CC2=O)CC1 (configuration not stated)
Compound	22	31	35	37	42	51	66
OX1R antag-1	5	9	5	40	11	14	8
OX1R antag-2	-21	-14	-25	-16	-6	-36	-16

# Next structures
67: CC(C)Cc1ccc(S(=O)(=O)Nc2ccccn2)cc1
68: Cc1cccc(NC(=O)CSc2nnc(-c3ccccc3Br)o2)c1C
69: O=C(NCCc1ccccc1)C1CCN(Cc2ccccc2F)CC1
70: Cc1noc(/C=C/N(C)C)c1S(=O)(=O)N(C)Cc1ccc(F)cc1
71: COC(CNC(=O)C1CCC(CNS(=O)(=O)c2c(C)cc(C)cc2C)CC1)OC (configuration not stated)
72: Nc1nc(SCC(=O)NCCC(c2ccccc2)c2ccccc2)n[nH]1
Compound	67	68	69	70	71	72
OX1R antag-1	12	10	6	1	0	-7
OX1R antag-2	4	-34	-8	-21	4	-24

73: O=C(N/N=C/c1ccco1)c1ccc(OCc2ccccc2)cc1
74: O=C(NC(=S)Nc1ccccc1O)c1ccccc1Cl
75: COCCCN1C(=O)c2ccc(C(=O)Nc3ccccc3OC)cc2C1=O
76: Cc1ccc(NC(=O)N2CCCC2C(=O)NCC2CCCO2)cc1 (configuration not stated)
77: COc1ccc(CCNC(=O)c2ccccc2-c2ccccc2C(=O)O)cc1OC
78: O=C(O)c1ccccc1-c1ccccc1C(=O)Nc1ccccc1Br
Compound	73	74	75	76	77	78
OX1R antag-1	-1	17	48	38	0	8
OX1R antag-2	-5	-26	-42	-14	-26	-5

79: O=C(/C=C/c1ccco1)NCC(=O)N/N=C/c1ccccc1[N+](=O)[O-]
80: CCOc1ccc(-c2cccc(NC(=O)c3ccco3)c2)nn1
81: C=CCn1c(SCC(=O)NC(=O)NCCC)nnc1C1CCCCC1
82: Cc1ccc(NN=Nc2nc3c([nH]2)c(=O)n(C)c(=O)n3C)cc1
83: CN1CCN(c2ccccc2NC(=O)c2ccc(-c3ccccc3[N+](=O)[O-])o2)CC1
84: COc1ccccc1NC(=O)COc1ccc(-c2nn(C)c(=O)c3ccccc23)cc1
Compound	79	80	81	82	83	84
OX1R antag-1	33	12	23	15	30	8
OX1R antag-2	-26	-32	-12	-18	-19	-16

85: CCN=C1SC(CC(=O)Nc2ccc3c(c2)OCO3)C(=O)N1CC (configuration not stated)
86: COc1ccc(CC(=O)NCc2n[nH]c(=S)n2-c2ccccc2)cc1
87: CCOC(=O)c1ccc(OCC2NCCc3cc(OC)c(OC)cc32)cc1 (configuration not stated)
88: Cc1nnsc1-c1nnc(SCC(=O)c2ccc(F)cc2)n1C1CC1
89: CCOC(=O)C1CCCN(c2cc(=O)n(C3CCCCC3)c(=O)[nH]2)C1 (configuration not stated)
90: Fc1ccccc1-c1csc(=Nc2cccnc2)n1CC1CCCO1 (configuration not stated)
Compound	85	86	87	88	89	90
OX1R antag-1	17	2	6	3	4	49
OX1R antag-2	-5	-8	-12	-1	-21	-14

91: CCc1ccc(NC(=O)N(Cc2ccco2)C(C)c2cccs2)cc1 (configuration not stated)
92: CCNC(=O)NC(=O)CSc1ccc(S(=O)(=O)N(C)C2CCCCC2)cn1
93: CCCc1cc(=O)[nH]c(SCC(=O)Nc2ccc(C)c(S(=O)(=O)N3CCCCC3)c2)n1
94: COc1ccc(C(=O)C2CCCN(C(=O)c3n[nH]c4c3CCCC4)C2)cc1OC (configuration not stated)
95: O=C(Cn1cccc1C(=O)c1ccccc1)NCCCc1ccccc1
96: Cc1ccc(S(=O)(=O)CC(=O)c2ccc(C(C)(C)C)cc2)cc1
97: CCN(CC)C(=O)c1ccc2c3c(cccc13)C(=O)N(CCc1ccc(OC)c(OC)c1)C2=O
98: CC1CCN(c2ccc(C(=O)O)cc2NS(=O)(=O)c2ccc(Br)cc2)CC1
Compound	91	92	93	94	95	96	97	98
OX1R antag-1	5	6	9	10	17	3	15	14
OX1R antag-2	-12	-21	-11	-36	-2	-12	-27	-13
